Source: PubChem BioAssay (Sanford-Burnham Center for Chemical Genomics)
hIAP activ = human IAP activation; purified human IAP, CDP-Star luminescence, 30 min; hits give high values; 1 = vehicle-only enzyme, 0 = enzyme-free background; activation factor at 10 µM; P09923; actives 0.16% (n = 330,000);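 active = activation factor of the enzyme at least 2-fold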; also: the source names both 10 and 20 µM as test concentration; values of inactives mirror those of a sister screen read the other way
mIAP act = mouse IAP activation; muIAP, CDP-Star luminescence, 30 min; hits give high values; 1 = vehicle-only enzyme signal, 0 = enzyme-free wells; activation factor at 10 µM; actives 0.24% (n = 330,000);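 active = activation factor of at least 2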; also: the source names both 10 and 20 µM as test concentration; values of inactives mirror those of a sister screen read the other way
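also added = chemiluminescent substrate CDP-Star | test system = mouse IAP enzyme | signal = chemiluminescence readout | compound = DMSO-dissolved test compounds | incubation = 30 min at room temperature | benchmarks = DMSO wells, no-enzyme wells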
mIAP block = blocks mouse intestinal alkaline phosphatase. purified mouse IAP, CDP-Star luminescence, 30 min. inhibition, % at 10 µM. actives 0.2% (n = 330,000);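 active = inhibition of at least 40% at 10 µM in the primary screen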;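 also: plate controls were DMSO with enzyme for no effect and no enzyme wells for full effect; values of inactives mirror those of a sister screen read the other way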
PfG6PD inh = PfG6PD (Plasmodium falciparum) enzyme inhibition; PfGluPho enzyme, NADPH resazurin-diaphorase fluorescence; AID 504690; actives 0.78% (n = 350,000); inhibition, % at 20 µM;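 active = inhibition reaching at least a set limit at 20 µM in the primary screen, cut at about 59% in these data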;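 also: 0% = DMSO wells with substrate and 100% = DMSO wells lacking glucose-6-phosphate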
ATG4B inh = inhibitors of human ATG4B cysteine protease; ATG4B cleavage of LC3-PLA2, NBD-HPC fluorescence, 1 h; inhibition, % at 8.33 µM; actives 0.51% (n = 340,000); Q9Y4P1; AID 504462; in the data active = inhibition above about 40%
hIAP block = blocks human intestinal alkaline phosphatase | actives 0.12% (n = 330,000) | P09923 | inhibition, % at 10 µM | purified IAP, CDP-Star luminescence, 30 min;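 active = inhibition reaching a set limit with compound at 10 µM in the primary screen, cut at about 35% in these data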;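 also: plate controls were DMSO wells with enzyme for no effect and no-enzyme buffer wells for full effect; values of inactives mirror those of a sister screen read the other way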
HKDC1 inhibitor = HKDC1 (human) hexokinase inhibition. actives 0.16% (n = 340,000). recombinant HKDC1, G6PDH/diaphorase resazurin coupled fluorescence. Q2TB90. inhibition, % at 20 µM;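 active = inhibition above about 35% when tested at 20 µM, limit read from the data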;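 also: plate controls were DMSO wells with enzyme for no effect and DMSO wells lacking enzyme for full effect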
Target sequence (Q2TB90 whole entry, looked up): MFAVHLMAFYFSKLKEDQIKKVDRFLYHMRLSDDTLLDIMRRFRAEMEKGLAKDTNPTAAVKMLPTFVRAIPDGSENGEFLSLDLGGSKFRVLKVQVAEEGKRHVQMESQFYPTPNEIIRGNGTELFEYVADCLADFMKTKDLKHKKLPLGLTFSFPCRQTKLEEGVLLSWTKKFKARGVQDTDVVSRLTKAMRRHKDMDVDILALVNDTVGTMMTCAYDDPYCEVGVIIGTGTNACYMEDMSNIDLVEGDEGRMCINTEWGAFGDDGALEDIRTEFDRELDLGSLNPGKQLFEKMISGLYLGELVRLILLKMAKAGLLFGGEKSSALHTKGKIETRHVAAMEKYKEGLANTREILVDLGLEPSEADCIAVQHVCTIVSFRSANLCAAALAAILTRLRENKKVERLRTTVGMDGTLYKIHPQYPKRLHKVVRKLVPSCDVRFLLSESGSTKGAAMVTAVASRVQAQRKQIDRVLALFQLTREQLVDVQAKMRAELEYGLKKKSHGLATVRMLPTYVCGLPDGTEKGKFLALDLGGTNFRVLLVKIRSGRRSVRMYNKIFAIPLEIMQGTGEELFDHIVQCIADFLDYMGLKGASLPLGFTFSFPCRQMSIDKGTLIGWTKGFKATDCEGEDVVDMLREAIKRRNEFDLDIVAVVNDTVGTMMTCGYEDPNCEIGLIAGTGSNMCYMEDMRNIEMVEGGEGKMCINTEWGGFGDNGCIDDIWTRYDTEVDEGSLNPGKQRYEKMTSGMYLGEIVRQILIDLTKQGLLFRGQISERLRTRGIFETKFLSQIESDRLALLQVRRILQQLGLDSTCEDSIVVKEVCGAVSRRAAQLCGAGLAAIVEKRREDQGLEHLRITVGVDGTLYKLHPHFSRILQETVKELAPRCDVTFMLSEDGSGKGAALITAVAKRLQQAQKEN
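Test system: Recombinant HKDC1 (HK5) hexokinase enzyme, produced in-house | Input: HKDC1 at 5 µg/mL | Buffer or medium: Tris pH 8.0 buffer with MgCl2, Tween-20, BSA, BME | Schedule: 90 min reaction incubation at room temperature, dark | Technique: Resazurin-to-resorufin fluorescence via G6PDH and diaphorase coupling, 525/613 nm | Controls: DMSO wells with and without enzyme mix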
A3A deaminase = blocks human APOBEC3A ssDNA deamination. recombinant A3A, FAM/TAMRA ssDNA deamination fluorescence. inhibition, % at 20 µM. actives 0.41% (n = 330,000). AID 493011;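 active = at least 40% inhibition at 20 µM here, with at most 30% in a related deaminase screen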;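 also: plate controls were A3A with DMSO for no effect and wells lacking A3A enzyme for full effect; some results filed as inactive read as strong as hits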
Target sequence (P31941 whole entry, looked up): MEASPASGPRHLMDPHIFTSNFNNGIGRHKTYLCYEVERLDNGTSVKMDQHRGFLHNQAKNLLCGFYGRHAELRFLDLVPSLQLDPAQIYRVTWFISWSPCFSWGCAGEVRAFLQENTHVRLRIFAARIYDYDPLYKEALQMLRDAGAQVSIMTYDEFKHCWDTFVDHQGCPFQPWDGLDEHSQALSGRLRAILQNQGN
Numbers without * were called inactive.

Results for COc1ccc(C(=O)Nc2cc(C(F)(F)F)ccc2Cl)cc1OC ?
hIAP activ: 0.93; mIAP act: 1.1; mIAP block: -13; PfG6PD inh: 14; ATG4B inh: -5; hIAP block: 7; HKDC1 inhibitor: -11; A3A deaminase: 0

What do the screens show for `COc1cccc2c(=O)n(CC(=O)N3CCCCCC3)ccc12`?
hIAP activ: 0.92; mIAP act: 1.1; mIAP block: -9; PfG6PD inh: 30; ATG4B inh: 6; hIAP block: 8; HKDC1 inhibitor: -3; A3A deaminase: -7

Results for CCOCCCNC(=O)C(NC(=O)c1ccc2c(c1)OCO2)c1ccc(Cl)cc1 (stereo not given) ?
hIAP activ: 1.1; mIAP act: 1.2; mIAP block: -15; PfG6PD inh: 2; ATG4B inh: -10; hIAP block: -10; HKDC1 inhibitor: 6; A3A deaminase: 3

Results for CC(=O)C1=C(C)N(Cc2ccccc2)C(=O)N[C@H]1c1ccco1 ?
hIAP activ: 0.8; mIAP act: 0.95; mIAP block: 5; PfG6PD inh: 2; ATG4B inh: -14; hIAP block: 20; HKDC1 inhibitor: 6; A3A deaminase: 1

What do the screens show for `COc1cc(-c2nc3n(n2)C(c2ccncc2)C2=C(CCCC2=O)N3)cc(OC)c1OC` (stereo not given)?
hIAP activ: 0.98; mIAP act: 0.97; mIAP block: 3; PfG6PD inh: 11; ATG4B inh: -2; hIAP block: 2; HKDC1 inhibitor: -3; A3A deaminase: -4

How did Cc1ccc(-n2ncc3c(=O)n(CC(=O)N(C)C)cnc32)cc1 do in these assays?
hIAP activ: 0.97; mIAP act: 1; mIAP block: -5; PfG6PD inh: 20; ATG4B inh: -3; hIAP block: 3; HKDC1 inhibitor: -3; A3A deaminase: -2

How did Fc1ccc(/C=N/Nc2cc(N3CCOCC3)ncn2)cc1 do in these assays?
hIAP activ: 1.3; mIAP act: 0.89; mIAP block: 11; PfG6PD inh: 11; ATG4B inh: 2; hIAP block: -32; HKDC1 inhibitor: -5; A3A deaminase: -5

Results for COc1ccc(CCNC(=O)C2CCN(C(=O)N(C)C)CC2)cc1OC ?
hIAP activ: 1.6; mIAP act: 1.1; mIAP block: -15; PfG6PD inh: -26; ATG4B inh: 4; hIAP block: -65; HKDC1 inhibitor: -6; A3A deaminase: -3

What do the screens show for `O=C(NC1=NCCS1)c1cc(-c2ccc(F)cc2)nc2ccccc12`?
hIAP activ: 1; mIAP act: 0.79; mIAP block: 21; PfG6PD inh: 10; ATG4B inh: -8; hIAP block: -1; HKDC1 inhibitor: 1; A3A deaminase: -2

How did CC(=O)Nc1ccc2oc(C)nc2c1 do in these assays?
hIAP activ: 1.2; mIAP act: 0.96; mIAP block: 4; PfG6PD inh: -3; ATG4B inh: -6; hIAP block: -18; HKDC1 inhibitor: 0; A3A deaminase: -3

How did COc1ccc(N2CCN(C(CNC(=O)C(=O)NCCCn3ccnc3)c3cccnc3)CC2)cc1 (stereo not given) do in these assays?
hIAP activ: 0.98; mIAP act: 0.95; mIAP block: 5; PfG6PD inh: 6; ATG4B inh: 7; hIAP block: 2; HKDC1 inhibitor: -7; A3A deaminase: -4

Results for CCOC(=O)N1CCN(c2ccc(C(F)(F)F)cn2)CC1 ?
hIAP activ: 1; mIAP act: 1; mIAP block: -4; PfG6PD inh: -4; ATG4B inh: -1; hIAP block: -1; HKDC1 inhibitor: -14; A3A deaminase: -2

Results for CS(=O)(=O)c1ccc(C(=O)N2CC(=O)Nc3ccccc32)cc1 ?
hIAP activ: 1; mIAP act: 1; mIAP block: -2; PfG6PD inh: -18; ATG4B inh: 5; hIAP block: -2; HKDC1 inhibitor: 2; A3A deaminase: 54*

What do the screens show for `CNC(=O)C(NC(=O)CNC(=O)c1ccc(Cl)cc1)C(C)(C)C` (stereo not given)?
hIAP activ: 1.1; mIAP act: 0.99; mIAP block: 1; PfG6PD inh: 0; ATG4B inh: -5; hIAP block: -9; HKDC1 inhibitor: -8; A3A deaminase: -5

What do the screens show for `Cc1cc(N2CCN(c3ccccc3)CC2)nc(N2CCOCC2)n1`?
hIAP activ: 1.1; mIAP act: 0.98; mIAP block: 2; PfG6PD inh: 4; ATG4B inh: -4; hIAP block: -14; HKDC1 inhibitor: -1; A3A deaminase: -1

How did Cn1c(C2CCCCC2)nc2cc(N)ccc21 do in these assays?
hIAP activ: 1; mIAP act: 0.98; mIAP block: 2; PfG6PD inh: 7; ATG4B inh: 5; hIAP block: -4; HKDC1 inhibitor: -6; A3A deaminase: -14

What do the screens show for `FC(F)(F)Oc1ccc(NC(=S)Nc2ccccc2N2CCOCC2)cc1`?
hIAP activ: 0.86; mIAP act: 1.1; mIAP block: -6; PfG6PD inh: 6; ATG4B inh: 1; hIAP block: 14; HKDC1 inhibitor: 0; A3A deaminase: -2

How did CC(C)[C@H](NC(=O)c1cccc(CN(Cc2ccccc2)C(=O)c2ccccc2)c1)C(=O)O do in these assays?
hIAP activ: 1.1; mIAP act: 1.1; mIAP block: -8; PfG6PD inh: -9; ATG4B inh: -10; hIAP block: -6; HKDC1 inhibitor: -1; A3A deaminase: 2

Results for COc1ccc(N2CCN(C(=O)C3=NNC(=O)CC3)CC2)cc1 ?
hIAP activ: 1.1; mIAP act: 0.97; mIAP block: 3; PfG6PD inh: -11; ATG4B inh: -2; hIAP block: -12; HKDC1 inhibitor: -12; A3A deaminase: -1

Results for CC1CC2(CCCC2)N(C(=O)N(C)C)c2ccc(F)cc21 (stereo not given) ?
hIAP activ: 0.96; mIAP act: 0.97; mIAP block: 3; PfG6PD inh: 12; ATG4B inh: -8; hIAP block: 4; HKDC1 inhibitor: 7; A3A deaminase: -1

What do the screens show for `O=C(c1ccc(Cl)cc1)N1CCCC(C(=O)N2CCN(c3ccccc3)CC2)C1` (stereo not given)?
hIAP activ: 1; mIAP act: 1.1; mIAP block: -5; PfG6PD inh: -9; ATG4B inh: -19; hIAP block: -2; HKDC1 inhibitor: -1; A3A deaminase: -3

How did O=C(O)/C=C/C(=O)NNc1ncnc2ccccc12 do in these assays?
hIAP activ: 1.7; mIAP act: 1; mIAP block: -5; PfG6PD inh: -4; ATG4B inh: -5; hIAP block: -69; HKDC1 inhibitor: -8; A3A deaminase: -5

How did c1ccc2c(CN3CCCCC3)csc2c1 do in these assays?
hIAP activ: 0.92; mIAP act: 0.97; mIAP block: 3; PfG6PD inh: 3; ATG4B inh: -2; hIAP block: 8; HKDC1 inhibitor: -11; A3A deaminase: -1

How did Cc1ccc(-c2nnc(SCC(=O)N3CCN(c4ccccc4)CC3)o2)cc1 do in these assays?
hIAP activ: 0.77; mIAP act: 0.87; mIAP block: 13; PfG6PD inh: -4; ATG4B inh: -5; hIAP block: 23; HKDC1 inhibitor: -7; A3A deaminase: -2

How did CC(=O)Nc1cccc(N/C(N)=N/c2nc(C)cc(C)n2)c1 do in these assays?
hIAP activ: 1.1; mIAP act: 0.95; mIAP block: 5; PfG6PD inh: -3; ATG4B inh: 14; hIAP block: -8; HKDC1 inhibitor: -5; A3A deaminase: 2

How did COC(=O)c1[nH]c2cc(C)ccc2c1NC(=O)CN1CCOCC1 do in these assays?
hIAP activ: 0.97; mIAP act: 1; mIAP block: -3; PfG6PD inh: 29; ATG4B inh: 3; hIAP block: 3; HKDC1 inhibitor: -4; A3A deaminase: 0

Results for CC(=O)NS(=O)(=O)c1ccc(NC(=O)c2ccc3c(c2)OCO3)cc1 ?
hIAP activ: 0.85; mIAP act: 1; mIAP block: -3; PfG6PD inh: -3; ATG4B inh: -9; hIAP block: 14; HKDC1 inhibitor: -4; A3A deaminase: -1

How did COc1ccc(C2N(c3ccc(Cl)cc3)C(=O)C3CCCN32)cc1 (stereo not given) do in these assays?
hIAP activ: 0.9; mIAP act: 0.95; mIAP block: 4; PfG6PD inh: -1; ATG4B inh: -8; hIAP block: 10; HKDC1 inhibitor: 4; A3A deaminase: 1

Results for CCc1nc(N[C@@H](Cc2c[nH]c3ccccc23)C(=O)O)c2oc3ccccc3c2n1 ?
hIAP activ: 1.1; mIAP act: 0.98; mIAP block: 2; PfG6PD inh: -20; ATG4B inh: -2; hIAP block: -13; HKDC1 inhibitor: 1; A3A deaminase: -12

How did COc1ccccc1-c1nc(SCC(=O)Nc2ccccc2F)n[nH]1 do in these assays?
hIAP activ: 0.87; mIAP act: 1; mIAP block: -2; PfG6PD inh: 24; ATG4B inh: 0; hIAP block: 13; HKDC1 inhibitor: 3; A3A deaminase: 0

What do the screens show for `COc1cccc(N(C(=O)c2snc(C(N)=O)c2N)C(C(=O)NCC2CCCO2)c2cccs2)c1` (stereo not given)?
hIAP activ: 0.96; mIAP act: 0.96; mIAP block: 4; PfG6PD inh: 5; ATG4B inh: -1; hIAP block: 4; HKDC1 inhibitor: -3; A3A deaminase: 0

What do the screens show for `Cc1ccc(NC(=O)C2CCN(S(=O)(=O)c3ccc4c(c3)oc(=O)n4C)CC2)cc1`?
hIAP activ: 0.97; mIAP act: 1.1; mIAP block: -13; PfG6PD inh: -2; ATG4B inh: -7; hIAP block: 3; HKDC1 inhibitor: -8; A3A deaminase: 3

How did Cc1ccc(C(=O)NCCNS(=O)(=O)c2ccccc2)cn1 do in these assays?
hIAP activ: 0.94; mIAP act: 0.99; mIAP block: 1; PfG6PD inh: -5; ATG4B inh: -1; hIAP block: 6; HKDC1 inhibitor: -4; A3A deaminase: -1

How did O=C(Nc1ccccc1C(F)(F)F)C1CCN(C(=O)c2cccs2)CC1 do in these assays?
hIAP activ: 1; mIAP act: 0.96; mIAP block: 4; PfG6PD inh: 1; ATG4B inh: -3; hIAP block: -2; HKDC1 inhibitor: -3; A3A deaminase: -4

How did CCC1C(=O)N(C)CCc2ccccc21 (stereo not given) do in these assays?
hIAP activ: 0.85; mIAP act: 0.96; mIAP block: 4; PfG6PD inh: 2; ATG4B inh: 3; hIAP block: 15; HKDC1 inhibitor: -8; A3A deaminase: -3

What do the screens show for `COCCN(Cc1nc2ccccc2c(=O)[nH]1)C(=O)COc1cccc(C(C)=O)c1`?
hIAP activ: 0.97; mIAP act: 0.93; mIAP block: 7; PfG6PD inh: 6; ATG4B inh: -9; hIAP block: 3; HKDC1 inhibitor: -6; A3A deaminase: -1

Results for CCN(CC)c1ccc(C=Nc2ccccc2)c(O)c1 ?
hIAP activ: 1.1; mIAP act: 0.99; mIAP block: 1; PfG6PD inh: 14; ATG4B inh: 9; hIAP block: -7; HKDC1 inhibitor: 15; A3A deaminase: -8

Retrieved by compound from above:
How did Cc1ccc(C(=O)NCCNS(=O)(=O)c2ccccc2)cn1 do in these assays?
hIAP activ: 0.94; mIAP act: 0.99; mIAP block: 1; PfG6PD inh: -5; ATG4B inh: -1; hIAP block: 6; HKDC1 inhibitor: -4; A3A deaminase: -1

What do the screens show for `COc1cccc(N(C(=O)c2snc(C(N)=O)c2N)C(C(=O)NCC2CCCO2)c2cccs2)c1` (stereo not given)?
hIAP activ: 0.96; mIAP act: 0.96; mIAP block: 4; PfG6PD inh: 5; ATG4B inh: -1; hIAP block: 4; HKDC1 inhibitor: -3; A3A deaminase: 0

How did CCC1C(=O)N(C)CCc2ccccc21 (stereo not given) do in these assays?
hIAP activ: 0.85; mIAP act: 0.96; mIAP block: 4; PfG6PD inh: 2; ATG4B inh: 3; hIAP block: 15; HKDC1 inhibitor: -8; A3A deaminase: -3

What do the screens show for `Cc1ccc(NC(=O)C2CCN(S(=O)(=O)c3ccc4c(c3)oc(=O)n4C)CC2)cc1`?
hIAP activ: 0.97; mIAP act: 1.1; mIAP block: -13; PfG6PD inh: -2; ATG4B inh: -7; hIAP block: 3; HKDC1 inhibitor: -8; A3A deaminase: 3
